PTK2B oligo ant – blocks oligomerization of human Pyk2 in cells | Q14289 | Q293 cells, Pyk2 FERM NanoBiT luminescence; active compounds read low | z-score (the deposit names both 25 µM and 10 µM) | 0.83% of 99,000 active | AID 1347419;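 active means Z-score of -3 or lower, scaled per plate to the spread of control and sample wells; inactive means z-score above -3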;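 further: negative z-score means lost luminescence so less FERM oligomerization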
Target sequence (Q14289 whole entry, looked up): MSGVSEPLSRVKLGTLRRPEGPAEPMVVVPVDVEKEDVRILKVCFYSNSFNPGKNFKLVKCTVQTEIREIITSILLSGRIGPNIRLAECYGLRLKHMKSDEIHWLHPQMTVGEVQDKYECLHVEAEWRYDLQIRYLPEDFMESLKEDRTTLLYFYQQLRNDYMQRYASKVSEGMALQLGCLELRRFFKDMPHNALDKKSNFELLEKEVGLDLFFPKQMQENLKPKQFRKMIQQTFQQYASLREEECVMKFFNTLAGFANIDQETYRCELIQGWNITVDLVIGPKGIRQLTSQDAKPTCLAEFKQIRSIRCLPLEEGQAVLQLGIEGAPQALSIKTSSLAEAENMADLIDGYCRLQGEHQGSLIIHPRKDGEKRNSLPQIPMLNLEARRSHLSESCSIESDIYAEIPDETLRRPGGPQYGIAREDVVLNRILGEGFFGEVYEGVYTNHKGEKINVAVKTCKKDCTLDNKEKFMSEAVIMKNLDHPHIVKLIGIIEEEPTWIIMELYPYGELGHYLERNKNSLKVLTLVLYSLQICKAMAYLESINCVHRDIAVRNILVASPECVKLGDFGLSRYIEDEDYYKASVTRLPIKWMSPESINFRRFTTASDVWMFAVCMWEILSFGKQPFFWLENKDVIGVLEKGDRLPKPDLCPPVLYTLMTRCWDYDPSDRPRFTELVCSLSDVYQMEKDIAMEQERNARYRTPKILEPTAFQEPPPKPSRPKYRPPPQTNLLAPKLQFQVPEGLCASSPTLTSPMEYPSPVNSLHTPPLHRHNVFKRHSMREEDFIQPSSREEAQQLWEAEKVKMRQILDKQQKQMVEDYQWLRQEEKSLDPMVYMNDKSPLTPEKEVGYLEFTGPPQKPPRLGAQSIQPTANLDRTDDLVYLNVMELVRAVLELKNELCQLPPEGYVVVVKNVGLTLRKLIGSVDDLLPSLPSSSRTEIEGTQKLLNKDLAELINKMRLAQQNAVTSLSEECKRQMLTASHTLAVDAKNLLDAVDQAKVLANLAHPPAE
MT1-MMP txn act – activates MT1-MMP transcription | activation factor at 10 µM | HT1080 MT1-MMP promoter luciferase reporter, luminescence, overnight; active compounds read high | AID 750 | 0.16% of 86,000 active;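 active means activation factor of at least 2 for MT1-MMP transcription at 10 µM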
Active calls of the source: *. The list is partial. The share of hits here may be higher or lower than overall.

Results follow in this order: PTK2B oligo ant	MT1-MMP txn act
- CCCC1(C(=O)OC)NC(c2cc(OC)c(OC)c(OC)c2)C2C(=O)N(CC)C(=O)C21 (centres undefined)
  -0.2	1.1
- C=CCn1c(Sc2ccccc2)nc2c1c(=O)[nH]c(=O)n2C
  -0.67	1.3
- COC(=O)CCC(=O)c1oc2ccc(Br)cc2c1N
  0.99	1.7
- CCc1nc(N)c(C#N)c(-c2cccn2C)c1C
  0.96	1.1
- c1ccc(-n2ncc3c(N4CCCC4)ncnc32)cc1
  -0.14	0.6
- CCn1c(CNc2ccc(F)cc2)nnc1SCC(=O)Nc1ccc(OC)cc1
  0.53	1.3
- Cc1oc2ccc(O)cc2c1C(=O)OC(C)C
  -0.48	1.5
- CCOC(=O)N1CCC(NC(=O)c2ccc3nc(N4CCOCC4)sc3c2)CC1
  2.6	1
- O=C(C1CCCN(S(=O)(=O)c2ccccc2)C1)N1CCCc2ccccc21 (centres undefined)
  -0.53	1.1
- COc1ccc(CN2CCCCCC2)c(C)c1C
  0.14	1.1
- O=C(NCc1ccccc1)N1CCN(c2ccc(F)cc2)CC1
  -1	1.1
- COc1ccc(NC(=O)CCn2nnc(-c3ccc(C)cc3)n2)cc1OC
  1.3	1.1
- CCOc1ccc(C(=O)OC2CCN(C)CC2)cc1
  0.46	1.3
- CC(C)Cc1cc(C(=O)N2N=C(C(F)F)CC2(O)C(F)F)c2ccccc2n1 (centres undefined)
  -1.4	1.1
- CC(=O)c1ccc(N2CCN(C(=O)c3ccc4c(=O)n(-c5ccccc5)c(=O)[nH]c4c3)CC2)cc1
  0.23	1
- CCN=C1S/C(=C\c2cn(C(C)=O)nc2-c2ccccc2)C(=O)N1CC
  -2.5	1
- CC1=NN(c2ccc(C(=O)OC(C)C)cc2)C(=O)/C1=C\C=C\c1ccco1
  -0.77	0.9
- COC(=O)c1sc(NC(=O)c2ccc(OC)cc2OC)nc1C
  -0.24	0.1
- CCOC(=O)C(Sc1nnc(-c2ccncc2)o1)C(C)=O (centres undefined)
  0.35	1.3
- CCOC(=O)C1CCN(C(=O)c2sc3nc(C)nc(N4CCC(C)CC4)c3c2C)CC1
  -0.62	1.1
- CCOC(=O)C1=C(N)n2c(s/c(=C\c3cccnc3)c2=O)=C(C(=O)OC)C1c1cccnc1 (centres undefined)
  -0.65	1.2
- Cc1ccc(CNC(=O)CCNS(=O)(=O)c2cccs2)cc1
  0.65	1
- O=C(CCCn1c(=O)[nH]c2cc(Cl)ccc2c1=O)NCC1CCCO1 (centres undefined)
  -0.84	1.1
- COc1ccccc1N1CCN(CC(=O)Nc2ccc(Cl)c(C(F)(F)F)c2)CC1
  1.8	1.1
- CCCCSc1nc2c(=O)[nH][nH]c(=O)c2n1Cc1ccccc1
  0.61	1.3
- Cc1cccc(C)c1OCc1nnc(SCC(=O)NCCc2ccccc2)o1
  -2.4	1.1
- COC(=O)c1cccc(N2C(=O)C3CC=CCC3C2=O)c1 (centres undefined)
  0.66	1.1
- CCOC(=O)/C(C#N)=C1/SC(CCO)C(=O)N1c1ccccc1 (centres undefined)
  -0.16	1.1
- CCn1c(SCC(=O)Nc2ccc3c(c2)OCO3)nc2ccccc21
  -0.31	1.2
- CCOc1ccc(Cc2nc(N)nc(N)n2)cc1
  -0.06	1.2
- O=C(c1ccc(Cl)cc1)c1c[nH]cc1-c1ccccc1
  -1.4	1.1
- COc1ccc(/C=N/n2c(-c3ccco3)nc3ccccc3c2=O)cc1
  -1.1	0.9
- O=C(Nc1ccccc1F)c1ccco1
  -0.57	1.1
- NNc1nc(NCc2ccccc2)nc(N2CCOCC2)n1
  -0.42	1.1
- O=C(CC(c1ccccc1)C1CCCCC1=O)c1ccco1 (centres undefined)
  0.13	1.1
- CSc1nc(NC(C)=O)nc(C)c1Br
  0.13	1.1
- O=C(Oc1cccc2cccnc12)c1ccco1
  0.82	1.3
- C=CCSc1ncc(C#N)c(N)n1
  0.49	1.4
- O=C(CCSc1nc2ccccc2o1)N1CCOCC1
  0.58	1.4
- COC(=O)c1ccc(CSc2ncnc3c2sc2nc(N4CCOCC4)c4c(c23)CCCC4)o1
  0.55	1
- C=CCn1cc(C(=O)OC)c(=O)c2cc(S(=O)(=O)N3CCC(C)CC3)ccc21
  0.79	1.1
- CCOc1ccc(-c2nnc3sc(-c4ccccc4OC)nn23)cc1
  0.31	1.1
- O=C(Oc1ccc(-c2nnco2)cc1)N1CCOCC1
  0.21	1.2
- COc1cc(C)c(S(=O)(=O)Nc2ccc(CC(=O)O)cc2)cc1C
  1.4	1.2
- Cc1c(/C=C/C(=O)c2cccs2)cnn1C
  -0.1	1.9
- CCOc1ccccc1C(=O)NC1CC2CCCC(C1)N2Cc1ccccc1 (centres undefined)
  2	1.2
- CC(=O)OC(C(=O)N1CCN(c2ccc(F)cc2)CC1)c1ccccc1 (centres undefined)
  -0.27	1.1
- CCOC(=O)c1csc(NC(=O)c2ccc(S(=O)(=O)N(CC)CC)cc2)n1
  -0.25	1.1
- CCOC(=O)CCSc1nc(C)c2cc(OC)ccc2n1
  2.1	1.9
- COc1ccc(/C(C)=C(\C#N)C(=O)OC(C)C)cc1OC
  -0.7	1.1
- Cc1nc2sc3c(NCc4ccco4)ncnc3c2c2c1COC(C)(C)C2
  -1.4	0.9
- CCC(C)(C)n1nnnc1C(c1ccccn1)N1CCCCC1 (centres undefined)
  -0.08	1
- CC(=O)Nc1ccc2c(c1)ncn2C
  0.97	1
- CC(C)c1ccc(C(C(=O)NC2CCCC2)N(C(=O)CNC(=O)c2ccco2)c2cccnc2)cc1 (centres undefined)
  0.41	0.9
- CCOC(=O)c1cc2c(=O)n3cccc(C)c3nc2n(CC2CCCO2)c1=NC(C)=O (centres undefined)
  -0.16	1.1
- Cc1nc(SCCCSc2n[nH]c(C)n2)n[nH]1
  -0.34	1.1
- COc1ccc(OCC(=O)N2CCN(C(=O)c3cccs3)CC2)cc1
  0.12	1.2
- CC1CCCCC1NC(=O)c1ccc(S(=O)(=O)NCc2ccco2)cc1 (centres undefined)
  1.9	1
- CCC(=O)Nc1c(C#N)c2nc3ccccc3nc2n1-c1ccccc1C
  -1	0.9
- O=C(O)COc1ccc(NC(=O)c2cccs2)cc1
  -0.28	1.1

Record cards (already shown). Order of screens: PTK2B oligo ant	MT1-MMP txn act
`CC(=O)OC(C(=O)N1CCN(c2ccc(F)cc2)CC1)c1ccccc1` (centres undefined) in the list: -0.27	1.1
`CCOC(=O)c1cc2c(=O)n3cccc(C)c3nc2n(CC2CCCO2)c1=NC(C)=O` (centres undefined) in the list: -0.16	1.1

Remaining list, next part
Results follow in this order: PTK2B oligo ant	MT1-MMP txn act
- CCc1nnc(NC(=O)C=C(C)C)s1
  -0.68	1.4
- COc1ccc(CN2CCCCC2C(=O)Nc2ccc(OC)c(OCC(C)C)c2)cc1OC (centres undefined)
  1.4	1.2
- COc1ccc(N(C(=O)c2ccco2)C(C(=O)NC2CCCCC2)c2cccs2)cc1OC (centres undefined)
  0.22	1.2
- CC(=O)/C=C1/SC(CC(=O)O)C(=O)N1c1ccccc1 (centres undefined)
  0.65	1.1
- CC(NC(=O)c1cccs1)C(c1cccs1)N1CCN(Cc2ccccc2)CC1 (centres undefined)
  0.01	1
- CC(=O)Nc1c(O)nc(SCC(=O)Nc2nnc(CC(C)C)s2)[nH]c1=O
  0.16	1.1
- O=C(N/N=C1\CCCc2ccccc21)c1ccccc1[N+](=O)[O-]
  0.72	1.2
- Cc1cccc(N2C(=O)CCC2=O)c1
  0.37	1.1
- CCC(C)(C)NC(=O)C(c1ccco1)N(C(=O)CNC(=O)c1cccs1)c1cccnc1 (centres undefined)
  -0.87	1.2
- Cc1nn(C)c(C(=O)N2CCc3ccccc32)c1Cl
  0.15	1.3
- O=C(O)/C=C/c1ccc2ccccc2n1
  1.5	1.3
- CN(C)CCSc1nc(N)c2c3c(sc2n1)COC(C)(C)C3
  0.77	1.2
- Clc1ccc(-n2nnnc2Sc2ncnc3sccc23)cc1
  -1.7	1
- Cc1ccccc1C(=O)Nc1cccc(C#N)c1
  0.95	1.3
- COc1ccccc1NC(=O)CN(Cc1ccccc1)S(C)(=O)=O
  0.58	0.9
- COc1ccc(S(=O)(=O)N2CCCC(C(=O)Nc3ccc4c(c3)OCCO4)C2)cc1 (centres undefined)
  -0.3	1.4
- CCOC(=O)N1CCC(N2Cc3cccc(C(=O)NCc4ccccc4OC)c3C2=O)CC1
  -0.33	1.1
- CCCOC(=O)Nc1cccc(C(C)=O)c1
  -0.01	1.3
- CC1CN(S(=O)(=O)c2cccc3nsnc23)CC(C)O1 (centres undefined)
  -0.17	1.2
- CC1CC(C)CN(CCCNC(=O)COc2cc(=O)n(C)c3ccccc23)C1 (centres undefined)
  0.72	0.9
- Cc1cc(NC(=O)C2CCCN2C(=O)Nc2c(C)cccc2C)ccc1-n1cnnn1 (centres undefined)
  -0.88	1.2
- COc1ccc(/C=C/C(=O)c2ccc[nH]2)c(OC)c1OC
  -2.1	1.8
- CC(=O)c1cccc2c(O)c(C3=Nc4ccccc4C3=O)[nH]c12
  -0.35	2.3*
- COc1cc(OC)cc(C(=O)NC2CCN(CC(=O)Nc3cccc4ccccc34)CC2)c1
  0.19	1.1
- Cn1c(CSc2nc3ccccc3s2)nnc1SCC(=O)NCc1cccnc1
  0.4	1.1
- Cc1ccsc1C1NC(=O)c2ccccc2N1 (centres undefined)
  0.1	1.1
- CCCN(CCC)CC(=O)NCC1(c2ccccc2)CCOCC1
  0.92	1.1
- Fc1ccc(-c2csc3[n+]2CCS3)cc1
  0.71	1.2
- CCn1c(SCC(=O)Nc2nccs2)nnc1-c1ccc(C)cc1
  -0.01	1.1
- CCSc1nc2ccc(OC)cc2cc1C#N
  -0.3	1
- Cc1ccc(C(c2nnnn2C(C)(C)C)N2CCC(C)CC2)cc1 (centres undefined)
  0.41	1.4
- Cc1ccc2c(c1)N(CC(=O)NCc1ccco1)C(=O)CO2
  0.28	1.2
- O=C(CC(c1ccccc1)c1ccco1)N1CCOCC1 (centres undefined)
  0.21	1.1
- CN1CCN(CCC(=O)Nc2ccc3c(c2)OCO3)CC1
  -0.23	1.3
- CCCCCOc1ccc(N2C(=O)C3C4C=CC(C3C2=O)N(C)C4=O)cc1 (centres undefined)
  0.42	1.2
- CCN(CC)c1ccc(C2NCC(c3ccc([N+](=O)[O-])cc3)O2)cc1 (centres undefined)
  -3.2*	1.2
- Cc1ccc(NC(=O)CSc2nnc(C)n2-c2ccccc2)cc1
  -0.22	1.1
- Clc1ccc(-c2ccc(-c3nn4c(-c5ccco5)nnc4s3)o2)cc1
  0.9	0.9
- O=C(N1CCCC1)C12CC3CC(CC(C3)C1)C2
  -0.18	1.1
- N#CC(C(=O)NC1CCCCC1)c1nc2ccccc2nc1N1CCN(c2ccccc2F)CC1 (centres undefined)
  -0.62	1.1
- COC(=O)Cc1c(C)nc2nc(-c3ccco3)[nH]n2c1=O
  0.4	0.9
- CCOC(=O)c1nnc2c(Br)c(-c3ccccc3)nn2c1C
  -0.36	1
- COc1cc(OC)cc(C(=O)n2nc(C)cc2C)c1
  1.2	1
- CC(C)NC(=O)CSc1nc2ccccc2n1-c1ccccc1
  -1.3	1.1
- COC(=O)CCC(=O)N1CCOCCOCCN(C(=O)CCC(=O)OC)CCOCCOCC1
  -0.54	1.2
- COc1ccccc1N(CC(=O)NCc1ccccc1)C(=O)CCC(=O)Nc1ccccn1
  -0.98	1.3
- Nc1nnc(CCOc2ccc(Cl)cc2)s1
  -0.32	1.1
- C=COCCNC(=O)Nc1ccc(Cl)c(Cl)c1
  -0.53	1.2
- CCC(C)(C)NC(=O)C(c1ccncc1)N(Cc1ccc(C)cc1)C(=O)c1csnn1 (centres undefined)
  0.39	1.3
- Cc1ccc(OCc2nc(C#N)c(N3CCCC3)o2)cc1
  -1.8	0.9
- COc1ccc2c(c1)C(=O)/C(=C/C=C/c1ccccc1)CC2
  0.26	1.2
- Cc1ccc(S(=O)(=O)NCCCN2CCOCC2)cc1C
  0.44	1.1
- COCCCn1c(C)nnc1SCC(=O)NCc1ccco1
  -0.17	1.3
- CCn1nccc1C(=O)Nc1cc(Cl)cc(Cl)c1
  -0.05	1.1
- Cn1c(=O)c2c(nc(SCc3nn[nH]n3)n2Cc2ccccc2F)n(C)c1=O
  0.73	1.3
- Cc1ccc(OCc2nnc(SCC(=O)c3ccccc3)n2-c2ccccc2)cc1
  -1.3	1
- Cc1cccc2c(=O)c(C(=O)NCCCN3CCOCC3)c[nH]c12
  0.39	1.5
- CCCC1CC(C)(c2csc(Nc3ccc(OCC)cc3)n2)OC1=O (centres undefined)
  -0.79	1.4
- Cc1cccc(NC2=NC3(CCCCC3)N=C(N)N2)c1
  1.5	1.3
- COc1ccccc1/C=C/C1(C(=O)NC2CCCC2)CC(=O)N1c1ccc(C)cc1 (centres undefined)
  -2.6	1.2

An excerpt from above in order of the MT1-MMP txn act value, smallest number first.
Molecule	MT1-MMP txn act
O=C(NCc1ccccc1)N1CCN(c2ccc(F)cc2)CC1	1.1
Cc1ccc2c(c1)N(CC(=O)NCc1ccco1)C(=O)CO2	1.2
CN1CCN(CCC(=O)Nc2ccc3c(c2)OCO3)CC1	1.3

The listing continues.
Results follow in this order: PTK2B oligo ant	MT1-MMP txn act
- Cc1ccc(CNC(=O)C2CCN(S(=O)(=O)c3cccs3)CC2)o1
  1.3	0.9
- Cc1cc2c(cc1C)N(C(=O)CSc1nncn1C)C(C)(C)c1ssc(=S)c1-2
  -1.9	1
- COC(=O)c1cn(CC(=O)NC2CCCCCC2)c2ccccc12
  -0.9	1.2
- Cc1nc2sc(C(c3ccco3)N3CCC4(CC3)OCCO4)c(O)n2n1 (centres undefined)
  -0.64	1.2

Copied from above for reference:
Results follow in this order: PTK2B oligo ant	MT1-MMP txn act
- COc1ccccc1/C=C/C1(C(=O)NC2CCCC2)CC(=O)N1c1ccc(C)cc1 (centres undefined)
  -2.6	1.2
- Cc1ccc(CNC(=O)C2CCN(S(=O)(=O)c3cccs3)CC2)o1
  1.3	0.9

Screening results: PubChem, Sanford-Burnham Center for Chemical Genomics
